Compound activity deposited in PubChem by SRMLSC.
SK-BR-3 tox 24h: SK-BR-3 proliferation inhibitors, primary screen, cell-based, human, 24 h; viability, % at 10 µM; actives 0.47% (n = 41,000); SK-BR-3 viability, CellTiter-Glo ATP luminescence; stronger effect = lower value; AID 847, 2007;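 active = viability at or below the median of all test compounds minus 3 SD, in both replicates if run twice, cut at about 45% in these data; inconclusive = duplicate replicates that disagree with each other; inactive = viability above that cutoff in every replicate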;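 note: 100% = median untreated cell wells and 0% = median positive control drug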
The depositor's hits bear a star; ? = inconclusive; & = joins results of further samples. This is a subset; rates above refer to the full screens.

SMILES	SK-BR-3 tox 24h
COC(=O)C(F)(Sc1c(C)n(C)n(-c2ccccc2)c1=O)C(F)(F)F (centres undefined)	133
CC(C)(C)c1ccc(C(=O)C=[N+]=[N-])cc1	89
CCOC(=O)C1CCCN(Cc2ccccc2F)C1 (centres undefined)	90
COc1cc(C(=O)OCC(=O)N2CCCC2)cc(OC)c1OC	75
COc1ccc2c(c1)CCc1c(C(=O)Nc3ccc(OC)c(OC)c3)noc1-2	83
CCCn1nnnc1SCC(=O)c1ccc2c(c1)OCCO2	103
CN(C)CCCN1C(=O)C(=O)/C(=C(/O)c2ccc3c(c2)OCCO3)C1c1ccccn1 (centres undefined)	95
CC(=O)Nc1ccc(NC(=O)C(C)Oc2ccccc2F)cc1 (centres undefined)	96
O=C(NCCc1ccncc1)Nc1ccc(Cl)cc1	85
O=C1OC(Nc2nc3ccccc3s2)c2ccccc21 (centres undefined)	104
COc1nc(NCCc2ccc(OC)c(OC)c2)nc(NC(C)(C)CO)n1	88
Cc1ccc2nc3c(cc(C(N)=S)c(=N)n3CCCOC(C)C)c(=O)n2c1	70
CCOc1ccc2[nH]c(=O)c(CN(CCc3ccccc3)C(=O)c3cnccn3)cc2c1	59
CCCCOn1c(C)c(C(=O)OCC)c2c3nonc3ccc21	119
CCn1c(=O)c(C(=O)NCCN2CCCCC2)c(O)c2ccccc21	79
CCn1c(SCC(=O)Nc2nccs2)nnc1-c1ccncc1	101
COCCOC(=O)C1=C(C)Nc2ncnn2C1c1ccccc1 (centres undefined)	97
COc1ccc(N2CCN(CC(=O)Nc3nc4c(s3)CC(C)CC4)CC2)cc1 (centres undefined)	100
CCN(c1cccc(C)c1)S(=O)(=O)c1cccc2nsnc12	93
CCCCCOC(=O)Cc1c(O)c2ccccc2n(C)c1=O	81
COc1ccc(Cl)cc1NC(=O)COc1cccc(-n2cnnn2)c1	95
CCOc1ccc2[nH]c(=O)c(CN(Cc3ccc(F)cc3)C(=O)N3CCCC3)cc2c1	64
Cn1c(=O)n(CCc2ccccc2)c(=O)c2c1nc1n2CCCN1Cc1ccccc1	81
CC(=O)CSc1nc2ccc(Nc3nc(N4CCOCC4)nc(N4CCOCC4)n3)cc2s1	93

Six compounds out of the list, arranged by formula weight, low to high.
SMILES	SK-BR-3 tox 24h
CCCCCOC(=O)Cc1c(O)c2ccccc2n(C)c1=O	81
CCN(c1cccc(C)c1)S(=O)(=O)c1cccc2nsnc12	93
CCn1c(=O)c(C(=O)NCCN2CCCCC2)c(O)c2ccccc21	79
COc1ccc(Cl)cc1NC(=O)COc1cccc(-n2cnnn2)c1	95
COc1ccc(N2CCN(CC(=O)Nc3nc4c(s3)CC(C)CC4)CC2)cc1 (centres undefined)	100
CCOc1ccc2[nH]c(=O)c(CN(CCc3ccccc3)C(=O)c3cnccn3)cc2c1	59

Next part
SMILES	SK-BR-3 tox 24h
c1ccc2c(NC3CCCC3)nnc(NC3CCCC3)c2c1	62
COc1ccc(NC2=NCC(=O)N2c2ccccc2)c(OC)c1	80
CCCC1CCC(c2nc(-c3cccnc3)no2)CC1 (centres undefined)	95
CCOc1cc(N2CCOCC2)c(OCC)cc1NC(=O)c1cc(-c2ccco2)nc2ccccc12	44*
CCC(C)NC(=O)C1CCC(=O)N(c2cc(OC)c(OC)c(OC)c2)C1c1ccc(OC)cc1 (centres undefined)	92
O=C(COc1cccc2ccccc12)N1CCN(c2ccccc2)CC1	94
Cc1nnc(NC(=O)C2CCCN(c3ncccn3)C2)s1 (centres undefined)	98
CC(=O)Nc1cccc(OCC(=O)Nc2ccc(F)cc2)c1	106
Cc1cc(C)c(-c2cc(C(=O)Nc3c(C)n(C)n(-c4ccccc4)c3=O)[nH]n2)c(O)c1	99
COc1ccc2[nH]cc(C(=O)CN3CCCC(C)C3)c2c1 (centres undefined)	74
COc1ccc(NC(=O)CCN2CCCC(C)C2)cc1 (centres undefined)	94
c1ccc(CCn2nnnc2CN2CCN(C3CCCC3)CC2)cc1	83
COc1ccc(-c2oc3ncn4nc(Cc5ccccc5)nc4c3c2-c2ccc(OC)cc2)cc1	60
CCOC(=O)Cc1csc(/C(=N/O)C(N)=O)n1	107
CC1CCCN(Cc2nc3c(c(=O)n(C)c(=O)n3C)n2CCc2ccccc2)C1 (centres undefined)	124
O=C(NCc1ccco1)c1ccc(NC(=O)C2COc3ccccc3O2)cc1 (centres undefined)	93
CC(=O)c1cccc(NC(=O)C2C3C=CC(C4CC34)C2C(=O)O)c1 (centres undefined)	119
CCCCc1ccc(NC(=O)C2CCN(S(C)(=O)=O)CC2)cc1	110
COc1ccc(C)cc1N(CC(=O)NC1CCCC1)C(=O)CCC(=O)Nc1cc(C)on1	86
COc1ccc(OC)c(NS(=O)(=O)c2ccc(Cl)s2)c1	82
CC(C)c1nc(-c2ccccn2)no1	91
c1ccc2c(c1)CCN(c1ncnc3c1[nH]c1ccccc13)C2	90
N#Cc1cc2ccccc2nc1SCc1ccccn1	96
Oc1cnc2ccccc2c1CN1CCOCC1	102
O=C(CSc1nnc(NC(=O)c2ccco2)s1)NC1CCCC1	94
CCc1ccccc1NC(=O)N1C2CCCC1CC(NC(=O)C(C)(C)C)C2 (centres undefined)	86
CCN(CC)CCn1nc(C)nc1-c1ccccc1O	115
COc1ccc(/C=N/n2c(N)nc3ccccc32)cc1OC	101
CCn1c(SCC(=O)Nc2ccccc2C(=O)OC)nc2c1c(=O)n(C)c(=O)n2C	107
C=CS(=O)(=O)c1ccc(Oc2ccc(S(=O)(=O)C=C)cc2)cc1	?
Cn1c(SCc2ccon2)nc2ccccc2c1=O	78
CCOC(=O)c1cccc(NC(=O)C(C)N2C(=O)c3ccccc3C2=O)c1 (centres undefined)	111
CCN1CC2=C(OC(N)=C(C#N)C2c2ccccc2)/C(=C\c2ccccc2)C1 (centres undefined)	99
O=C(CCCOc1ccccc1)Nc1ccncc1	56
O=C(CCS(=O)(=O)c1cccc2nonc12)N1CCN(c2ccc(F)cc2)CC1	91
Cc1ccc(NS(=O)(=O)c2cccc(C(=O)N3CCOCC3)c2)cc1	106
O=C(CCCOc1ccccc1)Nc1nnc(C2CCCO2)s1 (centres undefined)	77
CN(Cc1ccccc1)C(=O)c1cc(-c2ccc(Br)cc2)on1	70
c1ccc(Cn2nnc3c(N4CCN(Cc5ccc6c(c5)OCO6)CC4)ncnc32)cc1	81
NCc1ccc(S(N)(=O)=O)cc1	86
CCCCOc1c(Cl)cc(CNC(C)(C)CO)cc1OCC	92
O=C(c1cc2ccccc2oc1=O)N1CCN(c2ccccn2)CC1	89
C=CCn1c(=S)[nH]c2nc3c(cc2c1=O)CCCC3	89
Cc1cccc(-n2c(Cc3cc(=O)[nH]c(=O)[nH]3)nnc2SCC(=O)NCc2ccco2)c1	86
CC(=O)c1ccc(NC(=O)N[C@@H](CC(C)C)C(=O)O)cc1	84
CC(=O)Nc1cccc(NC(=O)CCn2c(=O)sc3ccccc32)c1	85
CCc1ccc(CCC(=O)Nc2nc(CC(C)=O)ns2)o1	91
COc1ccc(/C(O)=C(\C#N)c2nc3ccccc3n2C)cc1OC	93
Cc1ccc(OCc2nn3c(-c4n[nH]c5c4CCC5)nnc3s2)cc1	93
CC(=O)Nc1ccc(NC(=O)C2CC(=O)N(c3cccc(C)c3C)C2)cc1 (centres undefined)	119
COc1cccc(S(=O)(=O)Nc2ccc(C(=O)NCc3ccco3)cc2)c1	98
COc1cccc(C(=O)Cn2c(=N)n(C)c3ccccc32)c1	91
CCOCCNC(=O)c1ccccc1C(=O)NCCOCC	86
Cc1ccc(C2Nc3ccccc3-c3nc4ccccc4n32)o1 (centres undefined)	92
Cc1n[nH]c(=O)nc1NC1CCCCC1	83
CN(C)S(=O)(=O)c1ccc(S(=O)(=O)Nc2ccc3c(c2)oc2ccccc23)cc1	93
COc1ccc2c(c1OC)C(=O)OC2Nn1cncn1 (centres undefined)	106
COc1ccccc1-c1noc(-c2ccccc2)n1	90
COc1ccc(-c2nc(N3CCCC3)nc3nn4c(C)cc(C)nc4c23)cc1	81
NC(=O)C1(N2CCCCC2)CCN(C(=O)CSc2nc3ccccc3s2)CC1	92

Following part.
SMILES	SK-BR-3 tox 24h
C=CCSc1nnc2n(CCc3ccccc3)c(=O)c3c4c(sc3n12)COC(C)(C)C4	85
CCCCCc1nnc(NC(=O)Cc2cccs2)s1	102
CCc1noc(C)c1C(=O)N1CCCC1	81
COc1c2occc2c(OC)c2c(=O)cc(C)oc12	91
CCN(CC)S(=O)(=O)c1ccc(/C(O)=C2/C(=O)C(=O)N(CCOC)C2c2ccccc2)cc1 (centres undefined)	89
N#Cc1c(N)c(C#N)c(-c2ccc(O)cc2)c2c1CCCC2	91
O=c1c2c3c(sc2n2cnnc2n1-c1ccccc1)N(Cc1ccccc1)CCC3	105
COC(=O)c1ccccc1NC(=O)Cn1nc(C(F)(F)F)c2c1CCC2	119
COCCN(CCOC)S(=O)(=O)c1ccc(OC)cc1	85
CC(OC(=O)c1ccco1)C(=O)NCc1cccs1 (centres undefined)	94
Cc1nn2cc(-c3ccc(Cl)cc3)nc2s1	95
Cc1ccc(CS(=O)(=O)CCC(=O)NCCN2CCCCC2C)cc1 (centres undefined)	80

By substructure, those above with an aryl thioether with sulfur outside any ring.
SMILES	SK-BR-3 tox 24h
COC(=O)C(F)(Sc1c(C)n(C)n(-c2ccccc2)c1=O)C(F)(F)F (centres undefined)	133
CCCn1nnnc1SCC(=O)c1ccc2c(c1)OCCO2	103
CCn1c(SCC(=O)Nc2nccs2)nnc1-c1ccncc1	101
CC(=O)CSc1nc2ccc(Nc3nc(N4CCOCC4)nc(N4CCOCC4)n3)cc2s1	93
N#Cc1cc2ccccc2nc1SCc1ccccn1	96
O=C(CSc1nnc(NC(=O)c2ccco2)s1)NC1CCCC1	94
CCn1c(SCC(=O)Nc2ccccc2C(=O)OC)nc2c1c(=O)n(C)c(=O)n2C	107
Cn1c(SCc2ccon2)nc2ccccc2c1=O	78
Cc1cccc(-n2c(Cc3cc(=O)[nH]c(=O)[nH]3)nnc2SCC(=O)NCc2ccco2)c1	86
NC(=O)C1(N2CCCCC2)CCN(C(=O)CSc2nc3ccccc3s2)CC1	92
C=CCSc1nnc2n(CCc3ccccc3)c(=O)c3c4c(sc3n12)COC(C)(C)C4	85

Additional compounds:
SMILES	SK-BR-3 tox 24h
CC(=O)N(c1ccc(C(C)C)cc1)C1C=CS(=O)(=O)C1 (centres undefined)	93
CCOc1ccc(/C(O)=C2/C(=O)C(=O)N(CCOCCO)C2c2cccnc2)cc1 (centres undefined)	103
CCOC(=O)C1CCN(C(=O)Nc2ccc3nc(C)c(C)nc3c2)CC1	64
O=C(NCCCN1CCOCC1)c1c(O)c2cc(Br)cc(Br)c2[nH]c1=O	69
CC(=O)Nc1nonc1-c1nc2ccccc2n1CC1CC1	91
Cc1cc(C)n2cc(CSc3ncccc3C(=O)O)nc2n1	82
COc1ccc(OC)c(NC(=O)Cn2c(CCC(=O)O)ccc2-c2cccs2)c1	86
CC(OC(=O)c1cc2sccc2n1C)C(=O)NCc1ccco1 (centres undefined)	84
OC[C@H]1O[C@@H](n2cnc3c(Nc4ccccc4)ncnc32)[C@H](O)[C@@H]1O	85
O=C(C1CCCCC1)N1CC(=O)N2CCc3ccccc3C2C1 (centres undefined)	81&89
COC(=O)C(NC(C)=O)(Nc1ccccn1)C(F)(F)F (centres undefined)	91
CC(C)[C@H](NC(=O)OC(C)(C)C)c1nnc(S(=O)(=O)Cc2c(F)cccc2Cl)o1	157
COC(=O)c1ccc(Oc2nc3ccccc3n3c(C)nnc23)cc1	80
CCOC(=O)Cn1c(=O)c2c(nc3n2CCN3c2ccc(C)cc2)n(C)c1=O	76
CCCCc1cc(=O)oc2c(CN3CCCC3)c(O)ccc12	97
CCOC(=O)CCc1c(C)c2ccc(O)cc2oc1=O	95
O=c1c(Cc2ccccc2)c(O)nc2n1CCS2	99
CCC(C)(C)n1nnnc1C(C(C)C)N1CCC(C(N)=O)CC1 (centres undefined)	119
O=C(CCc1nc(-c2ccccc2F)no1)NCCN1CCN(Cc2ccccc2)CC1	76
CCNC(=O)c1c(N)sc2c1CCCCC2	112
COc1cc(S(=O)(=O)NCC2COCCO2)ccc1-n1cnnn1 (centres undefined)	66
COc1ccc(N2CC(O)=C(c3nc(C)cs3)C2=N)cc1	93
CC1CCN(C(=O)C2CCN(CCCc3ccccc3)CC2)CC1	79
Cc1ccc(C(=O)n2cnnc2N)cc1C	105
Cc1nnc(Sc2nc3c(c(=O)n(C)c(=O)n3C)n2Cc2ccccc2Cl)s1	87
NCC[C@H](O)C(=O)N[C@@H]1C[C@H](N)[C@@H](O[C@H]2O[C@H](CN)[C@@H](O)[C@H](O)[C@H]2O)[C@H](O)[C@H]1O[C@H]1O[C@H](CO)[C@@H](O)[C@H](N)[C@H]1O	87
O=C(NC1CC1)C1CCCN(C(=O)Nc2ccc(F)cc2)C1 (centres undefined)	93
O=C(Cn1nc(-c2ccccc2)c2ccccc2c1=O)NCCN1CCOCC1	93
O=S(=O)(c1cccc2nsnc12)N1CCN(c2ncccn2)CC1	91
CC(C)(C)NC(=O)c1ccc(COc2ccccc2Br)o1	88
O=C(Cc1cn2ccsc2n1)Nc1ccccc1Oc1ccccc1	90
O=C1c2ccccc2C(=O)N1CCCc1nc2ccccc2c(=O)n1Cc1ccco1	82
O=C(CCNC(=O)Cn1ccc2ccccc2c1=O)NCCN1CCN(c2cccc(Cl)c2)CC1	86
CCn1c(SCC(=O)NCc2ccccc2)nnc1-c1ccccc1O	94
Cc1[nH]nc2c1C(c1cccc(O)c1)C1=C(CC(C)(C)CC1=O)N2 (centres undefined)	93
COc1ccc(NC(=O)Cn2nc3n(c2=S)CCC3)cc1	95
O=C(NCCc1cccc(Cl)c1)c1cccnc1	85
